# Screening data as filed in PubChem.
# CHT inh = inhibits the human high affinity choline transporter; Q9GZV3; CHT-expressing cells, membrane potential dye, choline response; hits give low values; B-score at 10 µM; 0.86% of 310,000 active; AID 488975;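 active means B-score over 3 SD under the library average, and starting fluorescence ratio not unusually high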;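 further: choline stimulus applied at its EC90 after an EC20 pre-addition; B-score computed on integrated fluorescence ratio after choline addition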
# Target sequence (Q9GZV3 whole entry, looked up): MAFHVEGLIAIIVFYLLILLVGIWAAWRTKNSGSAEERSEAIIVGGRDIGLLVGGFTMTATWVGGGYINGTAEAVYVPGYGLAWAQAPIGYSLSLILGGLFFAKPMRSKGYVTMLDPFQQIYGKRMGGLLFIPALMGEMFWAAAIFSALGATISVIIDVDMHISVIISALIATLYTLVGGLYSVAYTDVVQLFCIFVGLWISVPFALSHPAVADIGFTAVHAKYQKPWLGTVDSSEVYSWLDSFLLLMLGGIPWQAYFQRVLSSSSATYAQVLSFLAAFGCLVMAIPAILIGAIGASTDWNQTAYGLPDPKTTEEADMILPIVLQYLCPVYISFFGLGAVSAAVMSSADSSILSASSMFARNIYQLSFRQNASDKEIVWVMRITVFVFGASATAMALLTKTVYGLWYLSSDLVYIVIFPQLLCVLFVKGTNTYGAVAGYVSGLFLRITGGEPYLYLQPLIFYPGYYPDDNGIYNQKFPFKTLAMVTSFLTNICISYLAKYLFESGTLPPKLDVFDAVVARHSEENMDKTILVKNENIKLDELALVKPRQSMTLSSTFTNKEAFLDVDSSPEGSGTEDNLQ
# CHT allo act = allosteric activators of human choline transporter CHT; AID 488977; CHT-expressing cells, membrane potential dye, choline EC20; hits give high values; LV-AA mutant CHT in HEK293 cells; Q9GZV3; 0.49% of 310,000 active; B-score at 10 µM;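 active means initial fluorescence not abnormally high and integrated response B-score, plate-corrected, over 3 SD above library mean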
# Calls only; i = inactive.
mol,CHT inh,CHT allo act
COc1ccc2oc(=N)c(-c3nnc4n3CCCCC4)cc2c1,i,i
CCCOc1cccc(C2C(C(=O)c3cccs3)=C(O)C(=O)N2CCN2CCOCC2)c1 (stereo unspecified),i,i
O=C(CSc1nc2ccccc2c(=O)[nH]1)Nc1ccccc1N1CCOCC1,i,i
Clc1nc(NC2CCCC2)nc(N2CCOCC2)n1,i,i
O=C1C(=O)N(c2cccc(Cl)c2)C(c2ccccc2[N+](=O)[O-])/C1=C(\O)c1ccccc1 (stereo unspecified),i,i
CC(NC(=O)CCCCCNC(=O)N1CCn2c1nc1ccccc12)c1ccccc1 (stereo unspecified),i,i
CCn1c(C)c(CS(=O)(=O)c2ccccc2)[nH]c1=O,i,i
COc1cc(-c2nnc(-c3ccccc3)o2)cc(OC)c1OC,i,i
CCN1CCN(C(=O)c2ccc(COc3cccc(Cl)c3)o2)CC1,i,i
Cc1ccccc1-c1nc(CS(=O)(=O)CC(=O)NCCN2CCOCC2)c(C)o1,i,i
COC(=O)Cc1ccc(NC(=O)c2ccc3c(c2)C(=O)N(CC2CCCO2)C3=O)cc1 (stereo unspecified),i,i
CC(=O)c1ccc(NC(=O)c2cccs2)cc1,i,i
O=C(Nc1ccc(Br)cc1F)c1ccc2c(c1)N(Cc1ccccc1)C(=O)CS2=O (stereo unspecified),i,i
COc1ccc(OC)c(NC(=O)CSc2ncnc3c2cnn3-c2ccccc2Cl)c1,i,i
COc1ccc(OC)c(NS(=O)(=O)c2cccc3cccnc23)c1,i,i
O=S(=O)(c1cccc(C(F)(F)F)c1)N1CCC(c2nc3ccccc3[nH]2)CC1,i,i
COc1ccccc1OCCNC(=O)c1ccccc1C,i,i
CC(C)CCn1c(CN2CCN(c3cccc(Cl)c3)CC2)nc2c1c(=O)n(C)c(=O)n2C,i,i
CCn1ncc(C2=NOC(C(=O)Nc3ccc4c(c3)OCO4)C2)c1C (stereo unspecified),i,i
CCC(c1nnc(SCC(=O)NC2CCCCC2)n1Cc1ccccc1)N(C)C (stereo unspecified),i,i
Cc1ccc(N2C(=O)c3ccccc3C2C(=O)c2ccc(O)cc2O)cc1 (stereo unspecified),i,i
Cc1nn(-c2ccc(F)cc2)c(C)c1CN1CCN(Cc2ccccc2)C(CCO)C1 (stereo unspecified),i,i
Cc1cccc(N(CC(=O)NCCC2=CCCCC2)S(C)(=O)=O)c1C,i,i
COCCSc1ccccc1C(=O)Nc1ccc2c(c1)OCO2,i,i
COc1ccccc1OCCNc1nc2c(c(=O)n(C)c(=O)n2C)n1C,i,i

# Reprinted from the part before: six entries; new compounds follow.
mol,CHT inh,CHT allo act
CCC(c1nnc(SCC(=O)NC2CCCCC2)n1Cc1ccccc1)N(C)C (stereo unspecified),i,i
Cc1ccc(N2C(=O)c3ccccc3C2C(=O)c2ccc(O)cc2O)cc1 (stereo unspecified),i,i
Cc1nn(-c2ccc(F)cc2)c(C)c1CN1CCN(Cc2ccccc2)C(CCO)C1 (stereo unspecified),i,i
Cc1cccc(N(CC(=O)NCCC2=CCCCC2)S(C)(=O)=O)c1C,i,i
COCCSc1ccccc1C(=O)Nc1ccc2c(c1)OCO2,i,i
COc1ccccc1OCCNc1nc2c(c(=O)n(C)c(=O)n2C)n1C,i,i
Cc1ccc(N2C(=O)CC(NCc3ccc4c(c3)OCO4)C2=O)cc1Cl (stereo unspecified),i,i
COc1ccccc1C(=O)Nc1nsc(-c2ccccc2)n1,i,i
COc1ccc(Oc2ccc(S(=O)(=O)N3CCCCC3)cc2S(=O)(=O)N2CCCCC2)cc1,i,i
Cn1nc(C(=O)N2CCN(S(=O)(=O)/C=C/c3ccccc3)CC2)c2ccccc2c1=O,i,i
O=C(Nc1cccc(C(F)(F)F)c1)c1csc(-c2ccncc2)n1,i,i
Cc1ccc(N2C(=O)C3C4C=CC(CNC(=S)N5CCN(c6ccccc6)CC5)(O4)C3C2=O)cc1 (stereo unspecified),i,i
CC(NC(=O)CN(c1ccc(Cl)cc1)S(C)(=O)=O)c1ccccc1 (stereo unspecified),i,i
CCCC(=O)Nc1nnc(-c2ccc3c(c2)OCCO3)o1,i,i
CCC(=O)c1ccc(OCC(O)CNC(C)c2ccccc2)cc1 (stereo unspecified),i,i
N#Cc1c(Nc2ccc(F)cc2)sc(C(=O)c2ccccc2)c1N,i,i
Cn1c(SCC(=O)NNC(=O)c2ccc(Cl)cc2)nnc1-c1cccnc1,i,i
O=C1/C(=C/c2cccs2)SC(=S)N1N1CCOCC1,i,i
CC(=O)Nc1ccc(CN2CCCC(CO)(Cc3ccccc3C)C2)cc1 (stereo unspecified),i,i
CN(C)S(=O)(=O)c1ccc(C(=O)OCCCN=C2NS(=O)(=O)c3ccccc32)cc1,i,i
Cc1onc(-c2c(F)cccc2Cl)c1C(=O)Nc1cccc(S(=O)(=O)NC2=NCCC2)c1,i,i
CCn1c(CC(=O)Nc2ccccc2OC)nnc1SCC(=O)Nc1ccccc1F,i,i
CCOc1ccc(C2c3c(oc4ccccc4c3=O)C(=O)N2CCCN2CCOCC2)cc1OCC (stereo unspecified),i,i
O=C(c1ccccc1)c1nc2c(n1O)CCCCC2,i,i
CCOC(=O)/C(=N\Nc1ccccc1)c1csc(Nc2ccc(C)cc2)n1,i,i
COc1ccc(-c2ncc(CN3CCN(CCC(C)C)C(CCO)C3)cn2)cc1 (stereo unspecified),i,i
CCCN1C(=O)/C(=C/c2c(N3CCNC(=O)C3CC(=O)OCC)nc3c(C)cccn3c2=O)SC1=S (stereo unspecified),i,i
CCOC(=O)c1ccc(NC(=S)N2CCC(C(N)=O)(N3CCCCC3)CC2)cc1,i,i
COC(=O)C1=C(C(=O)OC)[C@@H]2N(C)c3ccc(OC)cc3[C@@]23C[C@@H](C(=O)OC)N(S(=O)(=O)c2ccc(OC)cc2)C3=N1,i,i
CCc1ccc(N2CC(C(=O)N3CCN(c4ccccn4)CC3)CC2=O)cc1 (stereo unspecified),i,i
COc1ccc(NC(=S)NC2CCCCCC2)c(OC)c1,i,i

# Quoted at random: five entries already listed
mol,CHT inh,CHT allo act
Cc1onc(-c2c(F)cccc2Cl)c1C(=O)Nc1cccc(S(=O)(=O)NC2=NCCC2)c1,i,i
Cc1ccc(N2C(=O)CC(NCc3ccc4c(c3)OCO4)C2=O)cc1Cl (stereo unspecified),i,i
CCc1ccc(N2CC(C(=O)N3CCN(c4ccccn4)CC3)CC2=O)cc1 (stereo unspecified),i,i
O=C(c1ccccc1)c1nc2c(n1O)CCCCC2,i,i
N#Cc1c(Nc2ccc(F)cc2)sc(C(=O)c2ccccc2)c1N,i,i

# Additional structures.
mol,CHT inh,CHT allo act
Cc1nn(CC(=O)N2CCCC2)c(=O)c2nn(-c3ccccc3)c(C)c12,i,i
O=C(CSC1=NCCS1)Nc1ccc(F)cc1,i,i
CN1CCN(c2ccc(NC(=O)c3ccc(Oc4ccccc4)cc3)cc2)CC1,i,i
CCOC(=O)N1CCN(c2nc(-c3ccc(OC)cc3)no2)CC1,i,i
Cc1ccc2c(c1)c1c(n2CC(O)CN2CCCCC2C)CCCC1 (stereo unspecified),i,i
Cc1c(C(=O)N2CCN(c3ccccc3)CC2)sc2nc3n(c(=O)c12)CCC3,i,i
CCOC(=O)c1c(NC(=O)C2(C)Cc3ccccc3C(=O)O2)sc2c1CCCC2 (stereo unspecified),i,i
CCN1CCN(c2cc(C)nc(-c3ccccc3O)n2)CC1,i,i
CC(C)OC(=O)CC1C(=O)NCCN1C(=S)NC(=O)c1ccccc1Cl (stereo unspecified),i,i
CCc1cc2c3c(c1)C1(C(=O)N3C(C)(C)C=C2C)C(C#N)=C(N)Oc2[nH]c(=O)[nH]c(=O)c21 (stereo unspecified),i,i
O=C(NCC1CCCCC1)C1CCCN(C(=O)NC2CCCCC2)C1 (stereo unspecified),i,i
O=C(CSc1c2c(nc3cc(Cl)ccc13)CCCC2)NCCN1CCOCC1,i,i
Cc1ccc(NC(=O)COC(=O)Cc2ccsc2)cc1S(=O)(=O)N(C)C,i,i
OCCN(Cc1ccccc1)C(=S)NC1CCCCC1,i,i
Cc1c(C(=O)OCC(C)C)[nH]c2c1C(=O)CC(c1ccco1)C2 (stereo unspecified),i,i
CCN(CC)c1ccc(/C=N/NC(=O)c2c(Cl)cnn2C)c(O)c1,i,i
C=CCn1c(SCC(=O)Nc2ccc(NC(=O)c3ccco3)c(OC)c2)nnc1-c1ccncc1,i,i
CC(=O)OC[C@]1(OC(C)=O)C[C@@]23CC[C@H]4[C@@](C)(CCC[C@@]4(C)C(=O)O)[C@@H]2CC[C@@H]1C3,i,i
COc1ccc(NC(=O)/C=C/c2ccc3c(c2)OCO3)cc1,i,i
Cc1ccc(N2CCN(CCCN3C(=O)C4CCCN4C3=O)CC2)cc1 (stereo unspecified),i,i
COc1ccc(-c2csc(/N=C/N(C)C)n2)cc1OC,i,i
Cc1cccc(C(=O)N[C@H](C(=O)Nc2ccc(C)c(S(=O)(=O)N(C)C)c2)C(C)C)c1,i,i
CC[C@H](C)[C@@H](C(=O)N1CCNCC1)n1cc([C@@H](N)Cc2ccc(O)cc2)nn1,i,i
COC(=O)c1ccc(-c2ccco2)n1Cc1cc(C)ccc1C,i,i
OC(CN1C2=NCCN2c2ccccc21)c1ccccc1 (stereo unspecified),i,i
COc1cc(NS(=O)(=O)c2ccc(C)cc2C)cc(OC)c1OC,i,i
Cc1ccc(C(=O)NCc2cccnc2)cc1S(=O)(=O)Nc1ccccc1,i,i
C/C=C\C=C/C(=O)Nc1cccc(C2=NOC3(C2)C[C@@H](C(N)=O)N(C(=O)/C=C/C=C\C)C3)c1 (stereo partly specified),i,i
Cc1cnc(C(=O)OCC(=O)N(C)CC(=O)Nc2ccccc2Cl)cn1,i,i
CCOCCCn1c(=S)[nH]c2cc(C(=O)NC3CCCCC3C)ccc2c1=O (stereo unspecified),i,i
CC1CCN(C(=O)COc2ccc(S(=O)(=O)N3CCCC3)cc2)CC1,i,i
Cn1c(N)c(C(=O)COC(=O)c2ccc(Br)o2)c(=O)n(C)c1=O,i,i
CC1(C(=O)O)CCC(C(=O)Nc2ccc(Cl)c(Cl)c2)C1(C)C (stereo unspecified),i,i
CCCC12CN3CCN(CC(C3)/C1=N\NC(=O)c1ccccc1N)C2,i,i
COC(=O)c1sc(NC(=O)COc2c(C)cccc2C)nc1C,i,i
CC(=O)N1CCN(Cc2nc3cc(NC(=O)Cn4nc(C)c5ccccc5c4=O)ccc3n2C)CC1,i,i
O=C(NCCCCO)c1ccc2c3c(cccc13)CC2,i,i
c1coc(-c2nn3c(Cn4nnc5ccccc54)nnc3s2)c1,i,i
COc1ccc(C)cc1NC(=O)CNC(C)C(=O)Nc1cc(Cl)ccc1Cl (stereo unspecified),i,i
Cc1cccc(C)c1OCC(=O)N/N=C/c1ccncc1,i,i
Cc1cccc(-c2nc(=S)c3c(o2)CCCC3)c1,i,i
CCc1ccccc1Cn1c(=O)oc2cccnc21,i,i
Cc1cc(C)n(C(=O)/C(C#N)=N\Nc2ccccc2[N+](=O)[O-])n1,i,i
O=C(NCc1ccccc1)c1cc(S(=O)(=O)N2CCC3(CC2)OCCO3)ccc1F,i,i
Cc1cc2c(cc1C)N(Cc1ccc(Cl)cc1)C1=NCCCN12,i,i
S=C(Nc1ccccc1Cl)N(CCCN1CCOCC1)Cc1ccco1,i,i
CCCCOc1cccc(C2/C(=C(\O)c3ccc4c(c3)OCCO4)C(=O)C(=O)N2CCN2CCOCC2)c1 (stereo unspecified),i,i
Cc1cc(C(=O)COc2ccccc2[N+](=O)[O-])c(C)n1-c1cccc(S(=O)(=O)N2CCOCC2)c1,i,i
CC(OC(=O)c1ccccc1C(=O)N(C)c1ccccc1)C(=O)Nc1ccc(C(N)=O)cc1 (stereo unspecified),i,i
NC(N)=NS(=O)(=O)c1ccc(N/C=C/C(=O)c2ccc(Cl)c(Cl)c2)cc1,i,i

# Remaining list, next part
mol,CHT inh,CHT allo act
Oc1ccc(C[C@H]2CNCCN2CCc2cc(C(F)(F)F)cc(C(F)(F)F)c2)cc1,i,i
CCOC(=O)C1C(=O)CC(O)(c2ccccc2)CC1c1ccccc1 (stereo unspecified),i,i
Cc1ccc2[nH]c(=O)c(-c3noc(C(C)C)n3)cc2c1,i,i
O=C1N[C@@H](Cc2ccccc2)C(=O)N2[C@H]1C[C@]1(Br)c3ccccc3N(S(=O)(=O)c3ccccc3)[C@H]21,i,i
O=C1CCCC2=C1C(c1cccs1)n1ncnc1N2 (stereo unspecified),i,i
COc1ccc(-c2[nH]nc3c2C(c2ccncc2)C(C#N)=C(N)O3)cc1 (stereo unspecified),i,i
Cc1cc(NC(=O)Cn2ccc([N+](=O)[O-])n2)no1,i,i
CCOC(=O)c1ccc(NC(=O)N2CCc3ccccc3C2)cc1,i,i
Cc1ccc(S(=O)(=O)c2ccc(C)cc2)cc1,i,i
O=C(CN1CCN(c2cccc(C(F)(F)F)c2)CC1)Nc1cccc(C(F)(F)F)c1,i,i
Nn1c(Cc2ccccc2)n[nH]c1=S,i,i
C=CCc1cc(Cl)ccc1OCCCNC(C)CC (stereo unspecified),i,i
COc1ccc(NC(=O)CCCCCN2C(=O)c3ccccc3C2=O)c(OC)c1,i,i
Cc1csc(NC(=O)c2cnccn2)n1,i,i
COC(=O)COc1ccc(-c2nccc(-c3ccccn3)n2)cc1,i,i
CCCc1nc2oc3c(Cl)ncnc3c2c2c1CCCC2,i,i
Cc1nn(C(C)C(=O)NCC2CCCO2)c(C)c1[N+](=O)[O-] (stereo unspecified),i,i
